Mdm2-MdmX inh: inhibitors of human Mdm2-MdmX association, primary screen, cell-based, luminescence, split luciferase, SaOS-2, uHTS | SaOS-2 split-luciferase Mdm2/MdmX complementation | AID 485346, 2010 | inhibition, % at 8 µM | 330,000 compounds, 3% hits;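 active means inhibition of at least 50% at 8 µM in the primary screen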
Target sequence (O15151 whole entry, looked up): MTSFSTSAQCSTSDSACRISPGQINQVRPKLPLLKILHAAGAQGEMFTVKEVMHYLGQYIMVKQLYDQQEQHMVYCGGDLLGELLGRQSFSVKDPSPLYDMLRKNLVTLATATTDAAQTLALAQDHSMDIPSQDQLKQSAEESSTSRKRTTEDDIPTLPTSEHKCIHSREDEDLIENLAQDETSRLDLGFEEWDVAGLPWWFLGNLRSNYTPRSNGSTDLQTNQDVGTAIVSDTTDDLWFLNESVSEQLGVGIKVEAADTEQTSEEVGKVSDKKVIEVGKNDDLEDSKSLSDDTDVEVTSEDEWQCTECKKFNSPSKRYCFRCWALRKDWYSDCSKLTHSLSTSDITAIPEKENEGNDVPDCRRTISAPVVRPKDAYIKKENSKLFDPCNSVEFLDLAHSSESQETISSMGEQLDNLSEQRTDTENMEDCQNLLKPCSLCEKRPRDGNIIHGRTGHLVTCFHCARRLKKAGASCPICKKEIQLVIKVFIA
Target sequence (Q00987 whole entry, looked up): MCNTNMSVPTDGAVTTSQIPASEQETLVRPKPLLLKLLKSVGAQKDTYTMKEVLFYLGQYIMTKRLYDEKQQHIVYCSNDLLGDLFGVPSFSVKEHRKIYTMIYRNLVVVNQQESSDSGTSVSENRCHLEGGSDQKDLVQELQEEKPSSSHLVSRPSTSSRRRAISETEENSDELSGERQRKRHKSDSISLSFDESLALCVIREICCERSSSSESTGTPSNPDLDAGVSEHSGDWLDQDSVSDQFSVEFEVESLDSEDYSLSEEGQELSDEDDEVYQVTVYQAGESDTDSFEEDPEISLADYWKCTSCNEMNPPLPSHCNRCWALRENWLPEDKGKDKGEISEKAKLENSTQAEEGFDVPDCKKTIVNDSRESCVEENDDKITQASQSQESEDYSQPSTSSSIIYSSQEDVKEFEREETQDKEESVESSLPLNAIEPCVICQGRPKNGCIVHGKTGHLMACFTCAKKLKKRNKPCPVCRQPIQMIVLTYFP
Jurkat NFkB inh: inhibitors of induced NF-kB luciferase reporter, primary screen, TCR NF-kB activation inhibitor project, cell-based, luminescence, uHTS; Jurkat, PMA/ionomycin-induced NF-kB luciferase reporter; inhibition, % at 4 µM; 330,000 compounds, 0.53% hits; in the data active means inhibition above about 50%
697 NFkB inh: inhibitors of PMA/ionomycin-induced NF-kB reporter, 697 cells, primary screen, B-cell NF-kB inhibitor project, cell-based, luminescence, uHTS; 697 B-cell NF-kB luciferase reporter, 16 h; inhibition, % at 4 µM; 330,000 compounds, 0.33% hits; AID 435022, 2010; in the data active means inhibition above about 35%
Gli-Sufu antag: Gli-Sufu pathway antagonists, primary screen, luciferase luminescence, Sufu-KO-LIGHT cells, uHTS; Sufu-KO-LIGHT fibroblasts, Gli luciferase reporter luminescence; inhibition, % at 5 µM; 340,000 compounds, 0.74% hits;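 active means inhibition above about 55%, limit read from the data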;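 further: 0% = DMSO-treated cells and 100% = wells with medium but no cells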
CHOP UPR activ: activators of apoptotic CHOP UPR arm, primary screen, cell-based, CHO-CHOP luciferase reporter, luminescence, uHTS; 330,000 compounds, 0.34% hits; activation, % at 10 µM; AID 449763, 2010; UPR activation; percent of tunicamycin response over DMSO baseline;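 active means at 10 µM dose, activation of 40% or more, normalized to positive control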;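 further: 100% = tunicamycin at 10 µg/mL and 0% = DMSO alone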
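assay system = CHO CHOP reporter cells | amount = 500 CHO-CHOP cells per well | buffer or medium = F12 with 10% FBS | incubation = 16-18 h cell attachment, then 6 h compound exposure, 37 °C | detection = luminescence read with Steady-Glo | read-out = percent activation relative to tunicamycin control | controls = tunicamycin high control, DMSO low control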
UPR XBP1 act: activators of adaptive XBP1 UPR arm, primary screen, cell-based, CHO-XBP1 luciferase reporter, luminescence, uHTS; IRE1-XBP1 UPR activation; percent of tunicamycin response, DMSO as zero; activation, % at 20 µM; 330,000 compounds, 0.33% hits; AID 463104, 2010;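 active means versus positive control, 20 µM dose yields 30% or more activation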;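 further: 100% = tunicamycin at 10 µg/mL and 0% = DMSO only wells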
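assay system = CHO-XBP1 luciferase reporter cells | amount = 1000 cells/well | buffer or medium = F12 plus 10% FBS | compound dosing = single point, 20 µM final compound, 1% DMSO | incubation = 16-18 h cell attachment at 37 °C, then 6 h compound exposure | detection = Steady-Glo luminescence read | controls = tunicamycin 10 µg/mL and vehicle-only wells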
CCR6 antagonist: CCR6 receptor antagonists, primary screen, cell-based, CHO-K1, luminescence, beta-arrestin, uHTS. CHO-K1 CCR6 PathHunter beta-arrestin, CCL20-stimulated. inhibition, % at 20 µM. C-C chemokine receptor type 6 (Homo sapiens), P51684. 340,000 compounds, 0.49% hits;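 active means compounds whose inhibition of the agonist-driven luminescence signal at 20 µM reaches about 50%, limit read from the data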;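 further: cells stimulated with CCL20 at 14 nM final; plate controls were DMSO with CCL20 for no effect and DMSO without agonist for full effect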
EBI2 antag: EBI2 receptor antagonists, beta-arrestin recruitment, primary screen, cell-based, luminescence, 7a,25-OHC stimulation, uHTS; 360,000 compounds, 0.81% hits; 7a,25-OHC stimulated; G-protein coupled receptor 183 (Homo sapiens), P32249; inhibition, % at 5 µM; in the data active means inhibition above about 38%;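 further: enzyme fragment complementation signal reports receptor beta-arrestin coupling in cells; 0% = agonist plus DMSO wells and 100% = wells without agonist; some results beyond the cut were filed as inactive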
CXCR6 inh: CXCR6 receptor inhibitors, primary screen, cell-based, beta-arrestin, luminescence, CHO-K1 PathHunter, 1536-well; 360,000 compounds, 0.36% hits; C-X-C chemokine receptor type 6 (Homo sapiens), O00574; inhibition, % at 20 µM; AID 602244, 2012; in the data active means inhibition above about 34%, passing the limit was not always enough;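 further: antagonist mode with CXCL16 agonist at 10 nM final; 0% = 10 nM CXCL16 with DMSO and 100% = unstimulated wells without agonist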
Active calls of the source: *; / = not tested or not shown.

Compound,Mdm2-MdmX inh,Jurkat NFkB inh,697 NFkB inh,Gli-Sufu antag,CHOP UPR activ,UPR XBP1 act,CCR6 antagonist,EBI2 antag,CXCR6 inh
Cc1ccc(C(=O)Nc2sc(C(=O)N(C)C)c(C)c2C#N)cc1,-13.0,8.7,-7.4,12.2,7.7,0.9,-8.7,-1.1,-1.2
CCCCN1C(=O)c2cccc3cc(O)cc(c23)C1=O,32.0,6.6,10.9,-9.3,-0.1,4.1,6.6,7.3,7.0
CC1(C)CC(=O)C(N=Nc2ccc(S(=O)(=O)N3CCOCC3)cc2)=C(O)C1,15.2,5.1,19.4,-6.1,-0.3,-1.3,25.3,7.9,8.9
CCOC(=O)N1CCC(NC(=O)c2cc(S(=O)(=O)NCCc3ccccc3)ccc2F)CC1,4.2,2.0,5.7,8.4,0.5,-0.2,-10.3,-2.0,-4.8
CN(C)S(=O)(=O)n1cnc(C(CCO)c2ncn(S(=O)(=O)N(C)C)c2CCCO)c1 (stereo unspecified),-4.8,-1.0,13.3,-5.4,0.9,1.1,-0.4,-6.0,-4.4
CCCOC(=O)c1ccc(Cl)c(NC(=O)c2cccnc2)c1,13.5,4.4,7.9,/,-0.8,-2.7,/,/,/
CCn1nc(NC(=O)CC(C)C)c2cc3ccc(C)cc3nc21,-32.6,-30.3,-11.7,-9.1,0.7,2.4,6.3,-4.2,-5.4
CCc1ccc(C2CC(=O)N(c3ccc(F)cc3)C3=C2C(=O)OC3)cc1 (stereo unspecified),-10.8,-2.6,0.6,-4.5,0.6,0.2,32.3,-5.3,-7.6
Cc1ccc(N2C(=O)CSC2c2cccnc2)c(Cl)c1 (stereo unspecified),31.3,16.7,10.8,37.5,-1.2,-1.0,-12.0,-6.1,-7.0
CC(=O)c1c(C)nc2sc3c(=N)n(N)cnc3c2c1-c1ccc(Cl)cc1,41.3,16.2,-26.4,13.0,-1.2,1.7,8.4,0.5,-3.1
COC(=O)/C(=C/Nc1ccccc1)[N+](=O)[O-],7.0,9.4,20.5,3.6,-0.2,-2.6,0.8,-7.4,1.7
COc1cccc(CNC(=O)COC(=O)c2c(NC(C)=O)sc(C)c2C)c1,21.2,2.2,8.6,-26.7,-1.9,-3.5,-0.8,4.9,1.1
CC(C)CN(C(=O)COC(=O)c1cnccn1)c1c(N)n(Cc2ccccc2)c(=O)[nH]c1=O,32.0,-8.2,23.3,2.1,1.1,-0.9,-20.2,-7.7,0.5
CCOC(=O)c1cnc2cc(C)nn2c1-c1ccccc1,40.8,12.3,9.8,-1.2,1.2,0.9,7.0,-0.8,-0.7
CCOC(=O)c1ccccc1NC(=S)N1CCN(C2CCCCC2)CC1,17.2,-0.4,7.6,11.7,1.1,-2.5,4.5,-13.3,-3.2
COc1ccccc1NS(=O)(=O)c1cc(NC(=O)c2cc[n+]([O-])cc2)ccc1N1CCCC1,1.3,-14.9,6.6,13.3,-1.4,0.7,13.4,-9.1,3.2
CCCCC(CC)c1nnc(NC(=O)c2cccs2)s1 (stereo unspecified),/,/,/,-7.8,/,/,-2.2,-4.4,-11.0
COC(=O)CSc1nc(C)c(C(C)=O)cc1C#N,-22.4,-26.1,5.2,-12.7,3.6,3.7,-9.1,-0.1,-8.6
CCn1c(SCC(=O)N2CC(C)OC(C)C2)nc2c([nH]c3ccccc32)c1=O (stereo unspecified),21.4,10.7,7.2,4.5,1.0,-2.7,22.8,-0.1,9.1
N=C1/C(=C\c2ccc(-c3cccc(C(=O)O)c3)o2)C(=O)N=C2SC=C(c3ccccc3)N12,26.0,8.6,6.3,-6.3,2.0,-0.7,39.9,-4.9,12.2
COc1ccc(OC)c(NC(=O)COC(=O)c2ccc(S(=O)(=O)N3CCOCC3)cc2)c1,1.4,3.0,18.1,-51.0,-3.0,0.7,-8.7,11.8,-7.3
Cc1cccc(NC(=O)CN(CC2CCCO2)C(=O)c2cc3ccccc3o2)c1C (stereo unspecified),22.9,5.1,8.0,-1.4,-0.1,-2.7,6.0,4.7,2.1
O=C(COC(=O)c1ccc(S(=O)(=O)Nc2ccccc2)cc1)NCCC1=CCCCC1,17.3,0.2,-18.3,6.7,-1.0,0.6,5.9,3.5,0.4
COc1ccc2[nH]c(=O)c(CN(C(=O)C3CCCO3)c3ccc(C)c(C)c3)cc2c1 (stereo unspecified),-9.5,-12.7,11.9,2.3,-1.6,5.4,0.9,-0.3,-7.6
CC(NC(=O)c1ccccc1SCC(=O)N1CCCC1)c1ccccc1 (stereo unspecified),9.3,12.3,8.5,0.6,1.0,-1.8,9.1,-3.0,4.3
CCN(CC(=O)NC1CCS(=O)(=O)C1)C(=O)c1cc(OC)c(OC)c(OC)c1 (stereo unspecified),-20.6,6.2,21.6,-0.6,0.7,-1.1,4.4,-0.5,1.8
CCOc1ccc(CCNC(=O)COC(=O)CNS(=O)(=O)c2ccc(NC(C)=O)cc2)cc1OCC,-1.2,3.5,-27.4,-6.6,-2.2,-2.0,5.0,0.8,3.4
Cc1ccc(NC(=O)CNc2cccc(S(=O)(=O)N3CCCCC3)c2)cc1F,30.4,9.1,-0.4,6.4,1.4,-3.2,-2.1,-3.1,-8.9
CCn1cc([N+](=O)[O-])c(C(=O)N2CCOCC2)n1,7.9,31.4,-1.7,-9.2,-2.0,-1.0,-4.5,-0.7,5.8
COc1cc(NC(=O)c2cccs2)c(OC)cc1NC(=O)c1cccs1,21.7,-16.2,-5.7,9.9,0.2,0.7,-7.3,-25.9,-3.1
O=C(c1ccncc1)c1ccc(Br)cc1,-3.6,17.2,15.3,4.5,0.1,-1.1,1.1,-9.2,1.2
COC(=O)C1CCN(C(=O)COC(=O)c2n[nH]c3ccccc23)CC1,7.4,-4.1,-2.7,2.6,2.4,3.6,-2.2,-7.2,8.5

Brought forward from above: three entries, then new ones.
Compound,Mdm2-MdmX inh,Jurkat NFkB inh,697 NFkB inh,Gli-Sufu antag,CHOP UPR activ,UPR XBP1 act,CCR6 antagonist,EBI2 antag,CXCR6 inh
COc1cc(NC(=O)c2cccs2)c(OC)cc1NC(=O)c1cccs1,21.7,-16.2,-5.7,9.9,0.2,0.7,-7.3,-25.9,-3.1
O=C(c1ccncc1)c1ccc(Br)cc1,-3.6,17.2,15.3,4.5,0.1,-1.1,1.1,-9.2,1.2
COC(=O)C1CCN(C(=O)COC(=O)c2n[nH]c3ccccc23)CC1,7.4,-4.1,-2.7,2.6,2.4,3.6,-2.2,-7.2,8.5
CCN(CC)CCCNC(=S)N1CCN(c2nc(-c3ccccc3)cs2)CC1,15.4,-15.6,-7.5,35.2,0.4,-3.9,6.2,20.5,-8.7
CCOC(=O)C1CCN(C(=O)CCc2nc3sc4c(c3c(=O)[nH]2)CCCC4)CC1,17.8,8.7,-3.2,-3.3,2.9,-2.0,13.6,4.0,3.6
CC(Sc1nc(-c2ccco2)nc2c1c(=O)n(C)c(=O)n2C)C(=O)O (stereo unspecified),12.5,1.1,12.6,8.8,-0.1,0.0,1.1,-4.5,-2.1
CC(=O)N1CCC(C(=O)c2ccc(Cl)cc2)CC1,25.6,-8.0,2.0,-4.2,-2.5,-2.6,-4.0,1.0,-4.7
CC(C)(C)NC(=O)Cn1cc(C#N)c2cc(Br)ccc21,-9.6,-4.6,25.2,1.7,0.9,-3.1,-1.8,1.4,-5.4
Cc1ccc(CNC(=O)c2ccc(N3CCC4(CC3)CC(c3cccc(Br)c3)=NO4)c(NC(=O)c3ccc(Br)cc3)c2)cc1,2.7,13.7,14.3,-1.9,-0.6,-0.3,10.3,-7.7,-2.5
COc1cc(OC)cc(-c2cc3nc(C)cc(N4CCN(C(=O)c5ccco5)CC4)n3n2)c1,16.2,-6.8,-13.8,/,4.8,7.0,/,/,/
CC(NC(=O)c1ccco1)C(c1cccs1)N1CCN(c2ccc(F)cc2)CC1 (stereo unspecified),-2.1,13.5,-0.3,-3.3,-1.7,-1.5,15.3,4.1,3.9
Cc1ccc(S(=O)(=O)N2CCN(C(=O)COC(=O)c3cccc(Cl)c3)CC2)c(C)c1,6.3,-4.5,-1.7,-15.9,1.4,0.2,11.7,32.6,-2.0
COc1cccc2cc(/C(C)=N/Nc3nc(-c4cc(C)ccc4C)cs3)c(=O)oc12,6.7,4.3,10.7,/,0.2,-0.9,10.5,12.1,3.8
CCOC(=O)c1cc(C(C)(C)C)n(CCCN2CCOCC2)c1C,7.7,4.2,-11.6,49.3,2.0,-1.9,11.4,-3.5,-7.5
CN(C)c1ccc(NC(=O)Nc2cccc(Cl)c2)cc1,-110.7,-126.6,-78.2,-85.5,5.0,1.3,19.2,8.5,-1.2
O=C1CCc2cc(S(=O)(=O)NC(Cc3ccccc3)C(=O)NCC3CCCO3)ccc2N1 (stereo unspecified),5.1,3.2,12.7,-3.5,1.9,-2.2,-4.3,-5.4,0.7
O=C(Nc1ccccc1)c1ccc(NCCN2C(=O)CCC2=O)c([N+](=O)[O-])c1,3.5,3.1,8.0,-0.1,1.6,4.5,24.7,-3.7,8.0
Cc1ccc(C)c(/C=N/n2cc(-c3ccccc3)[nH]c2=S)c1,17.0,1.0,-5.6,-5.2,2.0,1.7,-2.5,6.4,-1.9
COc1cc(OC)c(C#N)c(S(=O)Cc2ccccc2)c1 (stereo unspecified),-8.6,-12.2,9.5,-5.7,0.4,2.9,-4.3,3.1,-17.6
Cc1ccccc1Nc1nc(N)nc(COC(=O)c2ccc([N+](=O)[O-])o2)n1,9.3,12.0,29.0,-12.1,1.3,0.2,6.0,-36.9,-19.1
CCOC(=O)C1(Cc2cccc(Cl)c2)CCCN(C(=O)c2cc(C(C)C)nn2C)C1 (stereo unspecified),12.5,-3.9,-36.7,10.9,2.0,-4.4,8.9,11.8,9.3
CC(C)(Oc1ccc(Cl)cc1)C(=O)NCc1n[nH]c(=O)c2ccccc12,22.6,-11.0,-4.8,-2.1,0.3,-1.1,-0.6,0.4,-3.8
CC(C)c1ccc(S(=O)(=O)N2CCN(C(=O)n3ccnc3)CC2)cc1,-10.1,12.6,4.9,0.2,0.7,1.4,3.9,-27.5,-6.9
COc1ccc(-c2cc(-c3cccs3)c(C#N)c(SCC(=O)NCc3ccccc3OC)n2)cc1,84.1*,-4.1,-3.8,4.7,21.8,14.3,14.7,7.3,11.1

Screening results as filed in PubChem.

Compounds were not picked by outcome, and some 5% of all compounds hit somewhere here.
